VLA-4 inh: inhibition in human VLA-4 binding assay, primary screen, VLA-4 allosteric modulator project, MLPCN library, flow cytometry, VLA-4 expressing cells | Integrin alpha-4 (Homo sapiens), P13612 | ligand binding flow cytometry | inhibition, % (about 7 µM as worked out from the volumes in the protocol) | 330,000 tested, 0.2% active | AID 2557, 2010; in the data active means inhibition above about 50%
LAP4 TOR yeast: modulators of LAP4-GFP expression in yeast, primary screen, S. cerevisiae, multiplex flow cytometry, MLPCN library. 3 h; median GFP as percent of DMSO wells. GFP response vs DMSO, % at 10 µM. 320,000 tested, 0.34% active. AID 2023, 2009;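 active means GFP response vs DMSO above a set limit, about the screen mean plus 3 SD, cut at about 150% in these data; inconclusive means under 70 cell events counted for the yeast strain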
MEP2 TOR yeast: modulators of MEP2-GFP levels in yeast, primary screen, S. cerevisiae, multiplex flow cytometry, MLPCN library; S. cerevisiae MEP2-GFP strain, 3 h; 100% = DMSO control level; GFP response vs DMSO, % at 10 µM; 330,000 tested, 0.51% active; AID 2016, 2009;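 active means GFP response versus DMSO above a set limit, roughly screen mean plus 3 SD, cut at about 180% in these data; inconclusive means fewer than 70 cells counted for a yeast strain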;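 further: median GFP fluorescence of the barcode-gated MEP2-GFP cells per well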
JMJD2C inh: inhibitors of GASC-1 histone demethylase, primary screen, biochemical, fluorescence, DELFIA europium; Lysine-specific demethylase 4C (Homo sapiens), Q9H3R0; GST-JMJD2C(1-420) H3K9me3 demethylation; 330,000 tested, 0.069% active; AID 2099, 2009; inhibition, % at 2.35 µM;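 active means more than half of a compound's replicate wells show inhibition beyond 50%, single wells judged on their own value; inconclusive means some, but no more than half, of replicates pass 50% inhibition; inactive means no replicate passes 50% inhibition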;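 further: signal counts dimethyl H3K9 product captured on neutravidin plate; 0% = median of DMSO wells and 100% = 0.3 times that DMSO median; strong numbers were not always called active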
Target sequence (Q9H3R0 1-420 limits assumed): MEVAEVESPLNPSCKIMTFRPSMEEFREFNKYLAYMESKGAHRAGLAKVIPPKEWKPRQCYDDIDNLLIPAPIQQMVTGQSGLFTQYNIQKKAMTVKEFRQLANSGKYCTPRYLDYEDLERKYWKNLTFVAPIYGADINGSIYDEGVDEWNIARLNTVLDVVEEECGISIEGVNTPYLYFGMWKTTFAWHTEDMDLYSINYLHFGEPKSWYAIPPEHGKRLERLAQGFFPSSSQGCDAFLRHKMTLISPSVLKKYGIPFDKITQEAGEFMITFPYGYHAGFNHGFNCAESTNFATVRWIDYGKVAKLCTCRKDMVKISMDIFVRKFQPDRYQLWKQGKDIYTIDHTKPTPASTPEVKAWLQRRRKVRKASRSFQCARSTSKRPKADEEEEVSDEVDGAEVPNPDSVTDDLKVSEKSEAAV
CIT2-GFP yeast: modulators of CIT2-GFP expression in yeast, primary screen, S. cerevisiae, GFP fusion, multiplex flow cytometry, MLPCN library; S. cerevisiae CIT2-GFP strain, 3 h; 100 means same as DMSO wells; GFP response vs DMSO, % at 10 µM; 320,000 tested, 0.065% active; AID 2029, 2009;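 active means GFP response relative to DMSO above a set limit, near the screen mean plus 3 SD, cut at about 150% in these data; inconclusive means Fewer than 70 cells measured for a yeast strain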;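 further: ratio of well median GFP fluorescence to mean of DMSO wells on the plate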
GRK2 inh: compounds blocking aptamer binding on GRK2 – biochemical, human GRK2, bead flow cytometry, HTS, primary screen | Beta-adrenergic receptor kinase 1 (Homo sapiens), P25098 | FAM-aptamer displacement from GRK2 | inhibition of aptamer binding, % at 10 µM | 330,000 tested, 0.59% active | AID 488847, 2010;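 active means inhibition of aptamer binding above 40%, roughly 3 SD of noise, on plates passing a quality check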;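 further: median bead fluorescence of bound FAM aptamer so fluorescent compounds give negative values; no value below 0 was filed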
Target sequence (P25098 whole entry, looked up): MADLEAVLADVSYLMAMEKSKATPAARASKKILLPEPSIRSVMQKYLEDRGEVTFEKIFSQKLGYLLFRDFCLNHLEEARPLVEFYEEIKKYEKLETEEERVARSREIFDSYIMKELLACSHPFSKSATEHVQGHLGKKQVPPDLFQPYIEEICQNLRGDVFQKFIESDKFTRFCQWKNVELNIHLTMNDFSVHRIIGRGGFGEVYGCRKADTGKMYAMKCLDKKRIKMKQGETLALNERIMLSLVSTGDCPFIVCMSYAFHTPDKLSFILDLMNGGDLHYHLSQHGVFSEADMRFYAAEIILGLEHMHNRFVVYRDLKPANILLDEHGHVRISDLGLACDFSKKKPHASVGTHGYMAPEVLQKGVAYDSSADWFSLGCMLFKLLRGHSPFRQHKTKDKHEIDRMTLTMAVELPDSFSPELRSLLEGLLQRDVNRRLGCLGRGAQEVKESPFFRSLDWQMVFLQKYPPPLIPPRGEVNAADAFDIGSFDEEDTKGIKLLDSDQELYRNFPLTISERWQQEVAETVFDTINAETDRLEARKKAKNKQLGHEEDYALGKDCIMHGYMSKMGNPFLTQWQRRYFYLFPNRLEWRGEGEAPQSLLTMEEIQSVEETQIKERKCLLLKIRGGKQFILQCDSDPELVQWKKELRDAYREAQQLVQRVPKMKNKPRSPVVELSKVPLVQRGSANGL
RPL19A TOR yeast: RPL19A-GFP expression modulators in yeast, primary screen, cell-based, S. cerevisiae, multiplex flow cytometry, MLPCN | percent response vs DMSO, % at 10 µM | AID 2025, 2009 | 330,000 tested, 0.3% active | S. cerevisiae RPL19A-GFP strain, 3 h; stronger effect = lower value;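 active means percent response vs DMSO below 50%; inconclusive means fewer than 70 events counted for the yeast strain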;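 further: median channel GFP fluorescence of the barcoded RPL19A-GFP strain; ratio of sample median GFP to plate DMSO average so 100% = DMSO; lower means less RPL19A-GFP as with rapamycin TOR inhibition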
AGP1 TOR yeast: modulators of AGP1-GFP expression in yeast TOR pathway, primary screen, cell-based, multiplex flow cytometry, S. cerevisiae, MLPCN library | 3 h; GFP as percent of DMSO wells | GFP response vs DMSO, % at 10 µM | 320,000 tested, 0.02% active | AID 2066, 2009;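 active means GFP response relative to DMSO above a set limit, near screen average plus 3 SD, cut at about 150% in these data; inconclusive means fewer than 70 cells counted for the yeast strain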;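 further: median GFP channel fluorescence of the gated AGP1 strain per well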
Active calls of the source: *; ? = inconclusive; nt = no result given; & = joins results of further samples.

SMILES | VLA-4 inh | LAP4 TOR yeast | MEP2 TOR yeast | JMJD2C inh | CIT2-GFP yeast | GRK2 inh | RPL19A TOR yeast | AGP1 TOR yeast
COc1cc2c(cc1OC)C(C)N(C(=O)Nc1cc(C)cc(C)c1)CC2 (stereo not drawn) | -1 | 109 | 98 | -1 | 100 | 0 | 93 | 107
Cc1cccc2cc(C(c3nnnn3Cc3ccccc3)N3CCCc4ccccc43)c(=O)[nH]c12 (stereo not drawn) | 14 | 105 | 108 | 0 | 100 | 0 | 94 | 102
COc1ccc(C(C)=O)cc1CC(=O)N(Cc1ccccc1)c1ccccc1 | 28 | 96 | 107 | 13 | 105 | 1 | 112 | 101
COc1ccc(CN2C(=O)C(C)Nc3ncnc(N4CCN(c5ccccn5)CC4)c32)cc1 (stereo not drawn) | -12 | 111 | 106 | nt | 106 | 2 | 106 | 114
CN(CC(=O)NC(=O)NCc1ccccc1)Cc1ccc(Cl)c(Cl)c1 | -6 | 101 | 99 | -2 | 102 | 0 | 103 | 104
COc1ccccc1N1CCN(C(=O)C(=O)c2cn(CC(=O)N3CCCCCC3)c3ccccc23)CC1 | 1 | 81 | 102 | 5 | 116 | 9 | 116 | 96
O=C(CSc1nnc2scc(-c3ccc(F)cc3)n12)NCc1ccco1 | -5 | 100 | 99 | 3 | 96 | 1 | 100 | 97
CC(=O)c1c(C)[nH]c(C(=O)OCC(=O)N2CC(C)OC(C)C2)c1C (stereo not drawn) | 5 | 101 | 103 | 9 | 97 | 1 | 100 | 102
O=c1cc[nH]c2c(Cl)cccc12 | 13 | 88 | 104 | -13 | 99 | 1 | 103 | 98
Cc1ccc(C(=O)CN2/C(=C(\O)c3ccccc3)C(=O)c3ccccc3S2(=O)=O)c(C)c1 | -51 | 103 | 94 | -3 | 95 | 0 | 100 | 99
CCn1cc(CNC(=O)c2ccc(OC3CCN(Cc4ccccn4)CC3)cc2)cn1 | 9 | 99 | 98 | 4 | 103 | 35 | 103 | 102
Cn1cnnc1SCC(=O)N1CCC(Cc2ccccc2)CC1 | -3 | 103 | 106 | 7 | 105 | 0 | 103 | 106
Nc1sc2c(c1C(=O)NC1CC1)CCCC2 | -38 | 98 | 95 | 12 | 98 | 2 | 98 | 97
Nc1ccc(Oc2c(Cl)cccc2Cl)nc1 | -3 | 113 | 93 | -2 | 95 | 0 | 93 | 104
O=C(Nc1ccccc1C(=O)N1CCOCC1)c1ccc([N+](=O)[O-])cc1 | 3 | 102 | 107 | 2 | 102 | 0 | 106 | 112
CCCn1c(N)c(N2CCCCC2)c(=O)n(CC(=O)Nc2ccccc2C(F)(F)F)c1=O | 5 | 92 | 102 | nt | 109 | 0 | 98 | 105
O=C(N=Nc1c(O)[nH]c2ccc(Br)cc12)c1ccccc1-n1cccc1 | 24 | 108 | 101 | -1 | 117 | 1 | nt | 107
C=C(C)Cn1c(CCCNC(=O)C(C)(C)C)nc2ccccc21 | 4 | 98 | 95 | 4 | 101 | 0 | 99 | 98
COc1cc2c(cc1OC)CN(C(=O)c1cc(=O)c3ccccc3o1)CC2 | -8 | 121 | 137 | 4 | 122 | 1 | 106 | nt
O=[N+]([O-])c1cccc(-c2nnc(-c3ccccc3)o2)c1 | 4 | 94 | 99 | 6 | 97 | 0 | 95 | 92
COc1cccc(-n2nc(C(C)=O)c(C#N)c2-c2ccco2)c1 | 1 | 92 | 107 | 3 | 103 | 7 | 104 | 94
COc1n[nH]c(C(=O)Nc2cc(Cl)ccc2Cl)c1[N+](=O)[O-] | 3 | 84 | 109 | 13 | 106 | 0 | 112 | 104
COc1ccc(N(C(=O)c2snc(C(N)=O)c2N)C(C(=O)NC2CCCC2)c2ccco2)cc1 (stereo not drawn) | 13 | 95 | 102 | -17 | 110 | 5 | 98 | 103
CCN1CCc2c(C#N)c(N3CCCCC3)nc(NCc3ccccc3)c2C1 | -6 | 92 | 103 | 15 | 91 | 0 | 101 | 103
CC1=C(C(=O)OC(C)C)C(c2cccc([N+](=O)[O-])c2)n2c(cc(=O)[nH]c2=S)N1 (stereo not drawn) | -6 | 91 | 95 | 5 | 91 | 0 | 99 | 90
N#CCCN=C(NS(=O)(=O)c1ccccc1)c1ccccc1 | 11 | 100 | 99 | 7 | 111 | 1 | 100 | 102
Cc1ccc(S(=O)(=O)n2nc(OC(=O)c3ccccc3F)cc2N)cc1 | 5 | 93 | 90 | 3 | 95 | 4 | 95 | 87
Cc1ccc(S(=O)(=O)N(C)CCCC(=O)N2CCCCC2)cc1 | 24 | 100 | 104 | 2 | 100 | 0 | 101 | 91
COc1ccc(S(=O)(=O)N2C3CCC2CC(NC(=O)C2CC2)C3)cc1 (stereo not drawn) | 16 | 97 | 99 | -1 | 101 | 1 | 97 | 95
NC(=O)c1ccc[n+](CC(=O)c2ccc(Br)cc2)c1 | 10 | 110 | 90 | -6 | 91 | 0 | 93 | 93
Cc1ccc(SCC(=O)OCC(=O)N(CCC#N)c2ccccc2)cc1 | 4 | 93 | 101 | -1 | 95 | 3 | 92 | 97
O=C(C1CCC1)N1CCN(c2ccccc2)CC1 | 5 | 103 | 115 | -6 | 106 | 3 | 106 | 110
N#Cc1nc(COc2cccc(Cl)c2)oc1NCc1ccncc1 | 11 | 111 | 96 | -7 | 92 | 0 | 99 | 97
COC(=O)c1sccc1NC(=O)/C=C/c1ccc(Cl)cc1Cl | 11 | 101 | 105 | -6 | 99 | 0 | 99 | 97
CCOC(=O)C1CCCN(Cc2ccc(-c3ccccc3)cc2)C1 (stereo not drawn) | 9 | 98 | 104 | -17 | 97 | 9 | 100 | 98
S=C(Nc1ccccc1)N1CCc2ccccc21 | 1 | 88 | 92 | -1 | 95 | 0 | 98 | 13
COC(=O)c1cnn(-c2nc3c(C)cccc3s2)c1C | 2 | 92 | 98 | 0 | 91 | 0 | 96 | 87
O=C(c1cc(COc2ccc3ncccc3c2)on1)N1CCC(O)CC1 | 15 | 108 | 100 | -1 | 104 | 3 | 99 | 102
C(=C\c1nc(N2CCCC2)c2ccccc2n1)/c1ccccc1 | 15 | 95 | 108 | 6 | 104 | 0 | 99 | 102
COc1ccc(/C=C/CN2CCC(CO)(Cc3ccccc3Cl)CC2)cc1 | -1 | 102 | 103 | -6 | 95 | 0 | 97 | 95

In the list so far, 2 have a thiophene ring, fused or not:
SMILES | VLA-4 inh | LAP4 TOR yeast | MEP2 TOR yeast | JMJD2C inh | CIT2-GFP yeast | GRK2 inh | RPL19A TOR yeast | AGP1 TOR yeast
Nc1sc2c(c1C(=O)NC1CC1)CCCC2 | -38 | 98 | 95 | 12 | 98 | 2 | 98 | 97
COC(=O)c1sccc1NC(=O)/C=C/c1ccc(Cl)cc1Cl | 11 | 101 | 105 | -6 | 99 | 0 | 99 | 97

More structures follow.
SMILES | VLA-4 inh | LAP4 TOR yeast | MEP2 TOR yeast | JMJD2C inh | CIT2-GFP yeast | GRK2 inh | RPL19A TOR yeast | AGP1 TOR yeast
COC(=O)Cn1c(=O)c2c(nc3n2CC(C)CN3c2ccc(C)c(C)c2)n(C)c1=O (stereo not drawn) | -5 | 97 | 102 | 4&4 | 97 | 0 | 102 | 103
CC(Oc1ccccc1)C(=O)Nc1ccc(S(=O)(=O)N2CCCC2)cc1 (stereo not drawn) | 1 | 95 | 103 | -4 | 105 | 0 | 101 | 100
CCOC(=O)c1ccccc1-c1csc(NS(=O)(=O)c2ccc(Cl)cc2)n1 | -5 | 91 | 98 | -3 | 100 | 1 | 92 | 96
Cc1ccc(OCCn2cnc3c(N)ncnc32)cc1 | 23 | 97 | 91 | 31 | 99 | 1 | 99 | 99
CC(C)C[C@H](NC(=O)c1nc[nH]c1C(=O)NCCCCCN)C(=O)OCc1ccccc1 | -2 | 95 | 100 | 18 | 90 | 0 | 96 | 98
CC1CCN(C(=O)CN(C)S(=O)(=O)c2cccc3nsnc23)CC1 | 7 | 87 | 94 | -8 | nt | 12 | 95 | 93
COc1ccc(CNC(=O)CCc2cc(OC)c(OC)c(OC)c2)cc1 | 6 | 100 | 96 | -9 | 111 | 0 | 100 | 106
COc1ccc(/C=C/c2ccc(=O)n(Cc3ccccc3)n2)cc1 | 2 | 99 | 106 | 18 | 93 | 0 | 102 | 92
COc1cc([C@@H]2CC=C(C(=O)O)[C@H](c3ccccc3)N2S(=O)(=O)c2ccc(C)cc2)cc(OC)c1OC | 1 | 141 | 93 | nt | 115 | 0 | 101 | 94
CN(Cc1c(F)cccc1Cl)C(=O)c1ccc(NC(=O)CC2SC(N3CCCC3)=NC2=O)cc1 (stereo not drawn) | 1 | 91 | 89 | ? | 77 | 1 | 84 | 88
COc1cccc(NC(=O)c2ocnc2C)c1 | 0 | 113 | 106 | ? | 112 | 2 | 110 | 108
COc1cc2c(cc1NC(=O)c1cc(-c3ccncc3)nc3ccccc13)oc1ccccc12 | -2 | 101 | 104 | -12 | 100 | 0 | 101 | 99
Cc1cc(C)c(NC(=O)c2cn3c4c(c(N5CCN(C)CC5)c(F)cc4c2=O)OCC3C)c(C)c1 (stereo not drawn) | 6 | 104 | 103 | 7 | 99 | 0 | 107 | 102
Cc1ccc(-c2nnc(N3CCC(C)CC3)c3ccccc23)cc1C | 16 | 112 | 61 | -20 | 77 | 2 | 93 | 79
COc1ccc(S(=O)(=O)N2CCCCC2)cc1NC(=O)c1ccc2c(c1)OCO2 | 3 | 86 | 93 | 2 | 89 | 0 | 99 | 92
O=C(N/C(=C\c1ccccc1)C(=O)N1CCOCC1)c1ccccc1Cl | -6 | 91 | 128 | 17 | nt | 6 | 108 | 96
COc1ccc(C(=O)N/N=C2\CCc3ccccc32)cc1OC | 1 | 109 | 109 | 28 | 117 | 0 | 124 | 113
O=C(c1ccc([N+](=O)[O-])cc1)N1CCC(n2nnc3cc(F)ccc32)CC1 | 30 | 107 | 117 | -13 | 103 | 0 | 97 | 95
N#Cc1ccsc1NC(=O)c1cccc([N+](=O)[O-])c1 | -8 | 104 | 105 | 12 | 107 | 6 | 101 | 105
Cc1noc(C)c1S(=O)(=O)N(CC(=O)NCCc1ccccc1)c1ccc(C(C)C)cc1 | 6 | 97 | 110 | 14 | 115 | 5 | 102 | 105
Cc1cc(C(=O)N2CCCC(N3CCN(c4ccccc4C)CC3)C2)nc(C)n1 (stereo not drawn) | -3 | 75 | 96 | -15 | 97 | 0 | 97 | 87
CC(=O)Nc1ccc(S(=O)(=O)NCCC(=O)N2CCCCC2)cc1 | -5 | 95 | 97 | -7 | 95 | 2 | 99 | 101
Cc1cc(NC(=O)C2CCCCC2C(=O)O)ccc1NC(=O)c1ccccc1 (stereo not drawn) | -1 | 89 | 97 | 1 | 110 | 1 | 102 | 99
CCOC(=O)C1=C(C)Nc2ccccc2S1 | 9 | 117 | 100 | 7 | 83 | 1 | 87 | 94
CC1CCCC(NC(=O)c2cccc(S(=O)(=O)N3CCCCC3)c2)C1C (stereo not drawn) | 5 | 97 | 99 | -12 | 103 | 3 | 100 | 102

Screening data (PubChem BioAssay)
